Screening data as filed in PubChem BioAssay.
PRC2 inh: EZH2 (human) methyltransferase inhibition; Q15910; PRC2 H3K27 methylation, DELFIA TRF, 1 h; inhibition, % at 12.5 µM; actives 0.35% (n = 57,000);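 active = mean inhibition of replicates at least 50% and every single replicate also reaching 50%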;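 also: dimethyl H3K27 on biotinylated H3 21-44 peptide detected by antibody; plate controls were median neutral control wells for no effect and median positive control wells for full effect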
IDH1 R132H inh: inhibitors of human IDH1 R132H | actives 0.18% (n = 70,000) | inhibition, % at 10 µM | O75874 | IDH1 R132H reductase, diaphorase/resazurin fluorescence, 60 min; in the data active = inhibition above about 34%;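 also: 0% = DMSO and 100% = no enzyme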
Target sequence (O75874 whole entry R132H): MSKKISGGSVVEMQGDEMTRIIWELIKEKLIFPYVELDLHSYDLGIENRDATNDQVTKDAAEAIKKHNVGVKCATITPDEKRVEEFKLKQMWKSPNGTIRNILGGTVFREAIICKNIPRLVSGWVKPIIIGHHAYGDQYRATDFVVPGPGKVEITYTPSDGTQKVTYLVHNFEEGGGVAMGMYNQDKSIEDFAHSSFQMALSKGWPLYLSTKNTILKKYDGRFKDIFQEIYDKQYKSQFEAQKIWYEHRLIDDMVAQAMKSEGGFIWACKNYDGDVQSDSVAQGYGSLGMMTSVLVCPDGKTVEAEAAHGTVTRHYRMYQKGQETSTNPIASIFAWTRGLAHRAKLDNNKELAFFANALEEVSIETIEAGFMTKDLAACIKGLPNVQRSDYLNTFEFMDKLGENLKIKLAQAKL
* marks the source's active call; other numbers are inactive results; / = no result given; & = joins results of further samples. Not all compounds are listed; count on the stated rates, not on these rows.

Molecule | PRC2 inh | IDH1 R132H inh
CCCNC(=O)N(C)C[C@@H]1Oc2cc(-c3cncnc3)ccc2S(=O)(=O)N([C@H](C)CO)C[C@@H]1C | 6 | -4.2
CS(=O)(=O)Nc1ccccc1C(=O)NCc1ccco1 | -4 | 0.1
COc1ccc(C(=O)Cn2c3ccccc3n3nc(-c4ccccc4)nc23)cc1OC | -16 | 1.5
Cc1ccc(S(=O)(=O)N(C)C[C@@H]2Oc3ccc(NS(=O)(=O)c4c(C)noc4C)cc3C(=O)N([C@@H](C)CO)C[C@@H]2C)cc1 | / | 0.6
Cc1ccc(S(=O)(=O)Nc2ccc3c(c2)CC(=O)N([C@H](C)CO)C[C@H](C)[C@H](CN(C)CC2CCCCC2)O3)cc1 | / | 2.3
CC(C)C1NC(=O)C(CC2(O)c3ccccc3N3C(=O)C(Cc4ccccc4)NC32)NC1=O (centres undefined) | / | 0.0
CNC[C@H]1Oc2ccc(NS(=O)(=O)c3c(C)noc3C)cc2CC(=O)N([C@H](C)CO)C[C@@H]1C | / | 6.8
Oc1oc(-c2ccco2)nc1C=Nc1ccccc1 | -9 | 0.2
C[C@]12C=CC(=O)C=C1CCC1C2C(=O)C[C@@]2(C)C1CC[C@]2(O)C(=O)CO (some centres undefined) | / | 0.1
CCC(=O)Nc1ccc2c(c1)OC[C@H](C)N(C(=O)C1CCC1)C[C@H](C)[C@@H](OC)CN(C)C2=O | -3 | 0.3
CCC(=O)N1C[C@H](C)[C@H](OC)CN(C)C(=O)c2cc(NC(=O)NC(C)C)ccc2OC[C@@H]1C | -7 | 0.1
CCC(=O)N[C@@H]1CC[C@H](CC(=O)NCc2ccccc2F)O[C@H]1CO | -5 | 0.2
Cc1noc(C)c1NC(=O)Nc1ccc2c(c1)C(=O)N([C@H](C)CO)C[C@@H](C)[C@H](CN(C)Cc1ccccc1)OCCCC[C@@H](C)O2 | / | -1.9
COc1ccc(OC(=O)c2cnc3n(c2=O)CCS3)cc1 | -7 | -0.5
Cc1ccc(S(=O)(=O)N[C@@H]2CCCN(Cc3cccc(OCCO)c3)C2)cc1 | -2 | /

(list continues)
Molecule | PRC2 inh | IDH1 R132H inh
O=C(C[C@@H]1C[C@H]2c3cc(NC(=O)Cc4ccncc4)ccc3O[C@H]2[C@@H](CO)O1)NCC1CC1 | 6 | 0.1
CCCC#Cc1ccc2c(c1)O[C@@H](CN(C)C(=O)c1ccccc1F)[C@H](C)CN([C@@H](C)CO)S2(=O)=O | -10 | -4.6
Cc1ccc2cccc(S(=O)(=O)NC3CCS(=O)(=O)C3)c2n1 (centres undefined) | / | 4.4
Cc1cc(OCC(=O)Nc2ccccc2-c2nc3ccccc3s2)ccc1Cl | 5 | -0.1
CC(C)(C)c1ccc(OCCn2c(CO)nc3ccccc32)cc1 | -6 | 0.4
Cc1cc(=O)[nH]c(SCC(=O)Nc2c(C)cccc2C)n1 | -17 | -0.1
CCC(=O)N(C)C[C@H]1Oc2ncc(-c3ccc(C(=O)N(C)C)cc3)cc2C(=O)N([C@@H](C)CO)C[C@H]1C | 10 | 3.9
COCC(=O)Nc1ccc2c(c1)OC[C@@H](C)N(Cc1ccncc1)C[C@H](C)[C@H](OC)CN(C)C2=O | 1 | -0.2
CO[C@H]1CN(C)C(=O)c2ccc(NS(=O)(=O)CC(F)(F)F)cc2OC[C@@H](C)N(CC2CCCCC2)C[C@H]1C | 9 | 0.1
CCCNC(=O)N[C@H]1CC[C@H](CCn2cc(-c3cccc(F)c3)nn2)O[C@@H]1CO | -3 | -0.3
CCCNC(=O)N(C)C[C@@H]1Oc2ncc(C#CC3(O)CCCC3)cc2C(=O)N([C@H](C)CO)C[C@H]1C | -2 | -2.2
C[C@@H]1CN([C@H](C)CO)C(=O)c2cccc(NC(=O)c3cnccn3)c2O[C@H]1CN(C)Cc1ccc(Cl)c(Cl)c1 | 5 | /
C[C@@H]1CCCCO[C@H](CN(C)S(=O)(=O)c2ccc(Cl)cc2)[C@H](C)CN([C@@H](C)CO)C(=O)c2cc(NC(=O)NC3CCCCC3)ccc2O1 | / | -0.7
CNC[C@H]1Oc2ccc(NC(=O)CCC(F)(F)F)cc2CC(=O)N([C@H](C)CO)C[C@@H]1C | 4 | 1.8
Cc1noc(C)c1NC(=O)Nc1ccc2c(c1)CC(=O)N([C@@H](C)CO)C[C@H](C)[C@@H](CN(C)S(=O)(=O)c1ccc(F)cc1)O2 | / | 0.1

The list goes on:
Molecule | PRC2 inh | IDH1 R132H inh
C[C@H]1CN([C@@H](C)CO)S(=O)(=O)c2ccc(C#Cc3ccc(F)cc3)cc2O[C@H]1CN(C)C(=O)c1ccccn1 | -4 | /
COc1ccc(S(=O)(=O)N[C@@H]2CC[C@@H](CC(=O)O)O[C@@H]2CO)cc1 | 2 | -0.4
COC(=O)C[C@@H]1CC[C@H](NC(=O)c2ccccc2)[C@H](CO)O1 | -7 | 0.0
O=C(C[C@@H]1C=C[C@@H](NS(=O)(=O)c2ccc(F)cc2)[C@@H](CO)O1)NCCN1CCCCC1 | 7 | 0.2
COC(=O)C[C@@H]1C[C@@H]2c3cc(NC(=O)NC4CCCC4)ccc3O[C@@H]2[C@@H](CO)O1 | 3 | -0.1
Cc1noc(C)c1NC(=O)N(C)C[C@H]1Oc2ccc(NC(=O)Cn3cnnn3)cc2CC(=O)N([C@@H](C)CO)C[C@H]1C | / | 0.5
COCC#Cc1cnc2c(c1)C(=O)N([C@@H](C)CO)C[C@@H](C)[C@H](CN(C)S(=O)(=O)c1ccccc1)O2 | -8 | -2.6
Cc1ccccc1C(=O)Nc1cccc(NC(=O)COc2ccccc2Cl)c1 | 0 | 0.4
CCCN(C)C[C@@H]1OCCCC[C@@H](C)Oc2ccc(NC(=O)Nc3ccc(F)cc3)cc2C(=O)N([C@H](C)CO)C[C@@H]1C | -1 | 1.5
C[C@@H]1CN([C@@H](C)CO)C(=O)c2cc(NS(=O)(=O)c3ccc(F)cc3)ccc2O[C@@H](C)CCCCO[C@H]1CN(C)S(=O)(=O)c1ccc(Cl)cc1 | / | 0.1
Cc1noc(C)c1NC(=O)Nc1ccc2c(c1)C(=O)N([C@H](C)CO)C[C@H](C)[C@H](CN(C)Cc1ccccc1)O2 | 20 | 2.6
COc1ccc([C@@H]2C=C(C(=O)O)O[C@H](OCCCCO)C2)cc1 | 4&3 | /
NC(=O)[C@H]1[C@@H]2C(=O)O[C@@H](c3ccccc3)[C@@H](c3ccccc3)N2[C@@H](c2ccc(O)cc2)[C@]12C(=O)Nc1ccc(C#CCCO)cc12 | -16 | -0.3
C=CCNC(=O)[C@@H]1[C@H]2C(=O)O[C@H](c3ccccc3)[C@H](c3ccccc3)N2[C@H](c2ccc(O)cc2)[C@@]12C(=O)N(C(=O)OCCOC)c1ccccc12 | -18 | /
C[C@@H]1CN([C@H](C)CO)C(=O)c2cc(NS(=O)(=O)c3ccccc3)ccc2O[C@@H](C)CCCCO[C@@H]1CN(C)Cc1ccc(C(=O)O)cc1 | / | 0.4

The list goes on.
Molecule | PRC2 inh | IDH1 R132H inh
C[C@@H]1CN([C@H](C)CO)C(=O)c2cc(NS(=O)(=O)c3ccccc3)ccc2O[C@@H](C)CCCCO[C@@H]1CN(C)C(=O)CCC(F)(F)F | / | -0.6
CNC[C@H]1Oc2ccc(NC(=O)NC(C)C)cc2CC(=O)N([C@@H](C)CO)C[C@H]1C | 8 | /
O=C1CC(C(=O)Nc2ccc3c(c2)OCCO3)n2ncnc2N1 (centres undefined) | 4 | -0.7
CN(CC(=O)Nc1ccc([N+](=O)[O-])cc1)S(=O)(=O)c1cc(Cl)ccc1Cl | 5 | 0.1
C[C@H](CO)N1C[C@H](C)[C@H](CN(C)S(=O)(=O)c2cccs2)Oc2ncc(-c3ccc(F)cc3)cc2C1=O | / | 0.2
COc1ccccc1-c1cn(CC[C@@H]2CC[C@@H](NC(=O)C3CCC3)[C@@H](CO)O2)nn1 | 20 | -0.2
O=C(O)c1cccc(NC(=O)c2ccc3c(c2)C(=O)N(Cc2cccnc2)C3=O)c1 | 10 | 0.1
C[C@@H]1CCCCO[C@@H](CN(C)Cc2ccncc2)[C@H](C)CN([C@@H](C)CO)C(=O)c2cc(NC(=O)Cc3ccccc3)ccc2O1 | -4 | /
COc1ccccc1-c1ccc2c(c1)O[C@@H](CN(C)S(=O)(=O)c1ccc(F)cc1)[C@@H](C)CN([C@@H](C)CO)S2(=O)=O | 6 | -0.3
COCC(=O)N[C@H]1C=C[C@@H](CC(=O)NCc2ccccc2OC)O[C@H]1CO | -1 | -0.1
Cc1cccc(OCC(O)Cn2cnc3ccccc32)c1 (centres undefined) | -16 | 0.0
C[C@@H]1CN([C@H](C)CO)C(=O)c2cc(-c3ccc(F)cc3)cnc2O[C@H]1CN(C)Cc1ccc(F)cc1 | 4 | 0.3
CO[C@@H](CN(C)C(=O)Nc1ccc(Cl)cc1)[C@H](C)CN(Cc1ccccc1Cl)[C@@H](C)CO | 28 | -0.1
COc1ccc(NC(=O)Nc2nn(Cc3c(F)cccc3Cl)cc2Cl)cc1OC | / | -0.3
COc1ccc(NC(=O)Nc2ccc3c(c2)[C@@H]2C[C@@H](CC(=O)NCc4ccc5c(c4)OCO5)O[C@@H](CO)[C@@H]2O3)cc1 | -2 | 0.5

Entries of single compounds, looked up by structure:
`COc1ccc(NC(=O)Nc2ccc3c(c2)[C@@H]2C[C@@H](CC(=O)NCc4ccc5c(c4)OCO5)O[C@@H](CO)[C@@H]2O3)cc1` in the list: PRC2 inh = -2; IDH1 R132H inh = 0.5
`CNC[C@H]1Oc2ccc(NC(=O)NC(C)C)cc2CC(=O)N([C@@H](C)CO)C[C@H]1C` in the list: PRC2 inh = 8; IDH1 R132H inh = /

(more compounds)
Molecule | PRC2 inh | IDH1 R132H inh
C[C@@H]1CN([C@@H](C)CO)C(=O)c2cc(NS(=O)(=O)c3cn(C)cn3)ccc2O[C@@H](C)CCCCO[C@@H]1CN(C)S(=O)(=O)c1cccs1 | / | -3.7
COc1cc(NC(=O)COc2ccccc2OC)cc(OC)c1 | -14 | -1.2
COc1cccc(C(=O)Nc2ccc3c(c2)C(=O)N(C)C[C@@H](OC)[C@H](C)CN(C(=O)C2CCCCC2)[C@H](C)CO3)c1 | -16 | 0.0
O=C(C[C@@H]1C[C@H]2c3cc(NC(=O)CC4CC4)ccc3O[C@H]2[C@H](CO)O1)NCc1cccnc1 | -5 | -0.1
Cc1cc(C(=O)Nc2cccc3c2O[C@H](CN(C)Cc2ccc4c(c2)OCO4)[C@@H](C)CN([C@@H](C)CO)C3=O)n(C)n1 | 6 | /
O=C(C[C@H]1CC[C@H](NC(=O)Nc2ccc(F)cc2)[C@H](CO)O1)NCc1ccccn1 | 7 | -0.1
CC(C)NC(=O)Nc1ccc2c(c1)C(=O)N([C@H](C)CO)C[C@H](C)[C@@H](CN(C)Cc1ccc(C(F)(F)F)cc1)O2 | / | -10
C[C@@H]1CN([C@@H](C)CO)C(=O)c2cc(NC(=O)Nc3ccc(C(F)(F)F)cc3)ccc2O[C@@H](C)CCCCO[C@@H]1CN(C)C(=O)C1CCCCC1 | / | 0.7
COC(=O)C[C@@H]1C[C@@H]2c3cc(NC(=O)Cc4ccncc4)ccc3O[C@@H]2[C@H](CO)O1 | 4 | 0.0
COc1ccc(C(=O)Nc2cccc(N=[N+]=[N-])c2)cc1 | -27 | /
CO[C@@H](CN(C)S(=O)(=O)c1cccc(Cl)c1)[C@@H](C)CN([C@H](C)CO)S(=O)(=O)c1cccc(Cl)c1 | -13 | -0.4
COc1cc(O)c2c(c1)O[C@H](c1ccc(O)c(O)c1)[C@@H](OC(C)=O)C2=O | / | -1.2
O=C(N[C@@H]1CC[C@@H](CCNS(=O)(=O)c2ccc(F)cc2)O[C@@H]1CO)c1cccc(F)c1 | -3 | -0.3
COc1ccc(OC(C)C(=O)NCC2CCCO2)cc1 (centres undefined) | 0 | 0.6
C[C@H]1CN([C@@H](C)CO)C(=O)c2cc(NC(=O)Nc3ccc4c(c3)OCO4)ccc2O[C@@H]1CN(C)S(=O)(=O)c1cn(C)cn1 | / | -0.2

Next structures follow.
Molecule | PRC2 inh | IDH1 R132H inh
Cn1c(=O)c(C(=O)NCCO)c(O)c2ccccc21 | -6 | -0.2
Cc1noc(C)c1S(=O)(=O)Nc1ccc2c(c1)CC(=O)N([C@@H](C)CO)C[C@@H](C)[C@H](CN(C)Cc1ccc3c(c1)OCO3)O2 | / | -1.1
Cc1noc(C)c1S(=O)(=O)Nc1cccc2c1O[C@@H](CN(C)Cc1ccccc1)[C@@H](C)CN([C@H](C)CO)C2=O | 1 | -1.5
NS(=O)(=O)c1ccc(CCNC(=O)c2cc(-c3cccnc3)nc3ccc(Cl)cc23)cc1 | -3 | 0.3
Cc1noc(C)c1NC(=O)Nc1cccc2c1O[C@@H](CN(C)S(=O)(=O)c1cn(C)cn1)[C@H](C)CN([C@@H](C)CO)C2=O | / | 1.5
O=C(C[C@H]1CC[C@@H](NC(=O)c2ccncc2)[C@@H](CO)O1)Nc1ccccc1 | -3 | 0.1
COc1cc(NC(=O)C(C)Oc2ccc(Cl)cc2Cl)ccc1NC(=O)c1ccco1 (centres undefined) | 16 | 0.6
CCCN(C)C[C@@H]1Oc2ncc(-c3cccc(OC)c3)cc2C(=O)N([C@H](C)CO)C[C@@H]1C | -11 | -0.1
CN(C)C(=O)C[C@@H]1CC[C@H](NC(=O)NC2CCCC2)[C@H](CO)O1 | -3 | 0.0

Copied from the list:
C[C@@H]1CN([C@H](C)CO)C(=O)c2cc(-c3ccc(F)cc3)cnc2O[C@H]1CN(C)Cc1ccc(F)cc1 – IDH1 R132H inh: 0.3
CNC[C@H]1Oc2ccc(NS(=O)(=O)c3c(C)noc3C)cc2CC(=O)N([C@H](C)CO)C[C@@H]1C – IDH1 R132H inh: 6.8
COc1ccc(C(=O)Nc2cccc(N=[N+]=[N-])c2)cc1 – PRC2 inh: -27
C[C@H]1CN([C@@H](C)CO)C(=O)c2cc(NC(=O)Nc3ccc4c(c3)OCO4)ccc2O[C@@H]1CN(C)S(=O)(=O)c1cn(C)cn1 – IDH1 R132H inh: -0.2
COc1ccc(S(=O)(=O)N[C@@H]2CC[C@@H](CC(=O)O)O[C@@H]2CO)cc1 – IDH1 R132H inh: -0.4
